UTI89 phage lysis: inhibition of K1F phage lysis, E. coli UTI89, bacterial capsule biogenesis inhibitors, alamar blue (AID 488966); E. coli UTI89 K1F phage lysis, alamar blue, 2 h; higher % means a stronger effect; 340,000 compounds, 0.02% hits; inhibition, % at 100 µM; hits with a dose series show IC50 in µM;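 active = phage lysis inhibition, versus mean bacterial control, above a set limit; inconclusive = no clear call, values can overlap the other calls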;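 also: capsule biogenesis inhibitors block K1F phage lysis so surviving cells raise fluorescence; higher fluorescence means more inhibition of phage lysis; actives were called in the ten point dose series up to 300 µM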
RSV CPE inhibition: RSV antiviral activity via CPE protection, HEp-2 cells, primary 10 µM value included (AID 2391). HEp-2 cells, RSV-induced CPE inhibition; higher % means a stronger effect. CPE inhibition, % at 10 µM; hits with a dose series show IC50 in µM. 310,000 compounds, 0.13% hits; in the data active = a potency from the dose series; inconclusive = CPE inhibition mostly from about 23% at the one dose, without a potency; inactive = the rest, 99 in 100 with CPE inhibition below about 21%; also: strong numbers were not always called active
PhoP inhibition: inhibitors of PhoP regulon expression, primary screen, Salmonella Typhimurium, GFP reporter (AID 1863); S. Typhimurium PhoP-regulated promoter GFP reporter, 4 h; higher % means a stronger effect; inhibition, % at 50 µM, or IC50 in µM where a hit was titrated; 300,000 compounds, 0.16% hits;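 active = inhibition over 29.93%, a cutoff 3 SD above the screen mean, later confirmed by dose response; inconclusive = inhibition over 29.93% but no dose response follow-up; inactive = inhibition at most 29.93% or unconfirmed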;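 also: 0% = low Mg2+ inducing control and 100% = high Mg2+ repressing control; strong numbers were not always called active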
T cell modulator: T cell immune modulation candidate | 2C CD8+ T cell-vesicle binding, flow cytometry; hits give low values | calls only at 7 µM | 330,000 compounds, 0.068% hits;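 active = response, share of CD8 T cells binding vesicles, and their 90th percentile fluorescence all below set limits, cut at about 80% in these data, passing the limit was not always enough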
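material = purified 2C TCR transgenic mouse naive CD8+ T cells | controls = Unloaded micro-vesicles (low), QL9 vesicles with 0.7% DMSO (high) | detection = cytometric PE anti-B7-1 and Alexa647 anti-CD8 signals after 1% paraformaldehyde fixation | incubation = binding step 1.5 h, 37 °C, antibody labelling 20 min, ice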
NTR1 ag: agonists of NTR1, primary screen, imaging, U2OS cells, beta-arrestin-GFP, high content (AID 493036). P30989. NTR1-U2OS beta-arrestin-GFP spot imaging, agonist mode. activation, % at 20 µM. 330,000 compounds, 0.17% hits;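 active = activation at or above 40% of the spot to cytoplasm intensity ratio, with at least 20 cells analyzed; inconclusive = wells under 20 cells, flagged as cytotoxic or low count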;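 also: 0% = DMSO without peptide and 100% = 100 nM NTR1 peptide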
Target sequence (P30989 whole entry, looked up): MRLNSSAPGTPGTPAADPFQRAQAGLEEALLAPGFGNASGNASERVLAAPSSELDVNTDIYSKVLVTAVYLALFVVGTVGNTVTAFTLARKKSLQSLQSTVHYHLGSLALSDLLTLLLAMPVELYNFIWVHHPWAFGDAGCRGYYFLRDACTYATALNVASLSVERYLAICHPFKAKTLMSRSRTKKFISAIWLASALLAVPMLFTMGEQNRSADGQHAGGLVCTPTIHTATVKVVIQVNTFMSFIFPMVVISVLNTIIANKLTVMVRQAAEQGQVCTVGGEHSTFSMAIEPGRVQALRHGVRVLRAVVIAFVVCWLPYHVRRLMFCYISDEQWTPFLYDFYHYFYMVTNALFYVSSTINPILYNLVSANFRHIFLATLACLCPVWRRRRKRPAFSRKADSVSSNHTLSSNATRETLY
Large T inhibition: SV40 large T antigen inhibitors, biochemical (AID 1903); SV40 large T antigen ATPase/helicase inhibition assay; higher % means a stronger effect; inhibition, % at 20 µM, or IC50 in µM where a hit was titrated; 310,000 compounds, 0.39% hits; in the data active = a potency from the dose series; inconclusive = inhibition mostly from about 32% at the one dose, without a potency; inactive = the rest, 99 in 100 with inhibition below about 32%; also: strong numbers were not always called active
Rac1 GTP hydrolysis: MgcRacGAP GTPase-activating activity inhibitors, confirmation, biochemical, ADP Hunter fluorescence; 340,000 compounds, 0.6% hits; one-dose inhibition, % at 30 µM; IC50 in µM for titrated hits; MgcRacGAP-stimulated Rac1 GTP hydrolysis, ADP Hunter fluorescence; higher % means a stronger effect; GST-tagged Rac1 F28L mutant substrate;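 active = first-screen hits whose inhibition reached a set limit at any dose in the follow-up dose series; inconclusive = inhibition above the set first-screen limit but never retested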;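 also: fluorescence reports GDP produced by GAP-driven GTP hydrolysis; strong numbers were not always called active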
Myeloid diff 2: promotes myeloid progenitor differentiation; calls only at 10 µM; 360,000 compounds, 1% hits; ER-HoxA9 myeloid progenitors, lysozyme-GFP differentiation, flow cytometry; AID 624256;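 active = normalized GFP-positive differentiation at or above the plate's own cutoff, the solvent-only control mean plus 3 SD; inconclusive = no clear call, values can overlap the other calls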;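 also: cells exposed to compound for four days before flow analysis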
TNAP activators: human TNAP enzyme activators, primary screen, biochemical, luminescent, no phosphate acceptor, uHTS (AID 1001); purified TNAP, luminescent activation assay, no phosphate acceptor; higher activation fold means a stronger effect; one-dose activation fold at 20 µM; EC50 in µM for titrated hits; 200,000 compounds, 0.03% hits; in the data active = activation fold from about 3, or a potency from the dose series; inactive = the rest, 99 in 100 with activation fold below about 1.6; also: many of its hits are not listed in these tables
T cell modulator vesicle-bound %: also measured in T cell modulator; calls as there; double positive events, %; measured here: CD8+ vesicle-bound cell fraction;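 binding gate set so that unloaded-vesicle control wells show 10% double positive cells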
NTR1 ag cell count 20 µM: second read-out of NTR1 ag, no call of its own (marks repeat the call); cell count; measured here: cell count, cytotoxicity flag
Myeloid diff 2 GFP+ MAC1+ %: second read-out of Myeloid diff 2, no call of its own (marks repeat the call); GFP+ MAC1+ double positive, %; measured here: differentiation confirmed by MAC1 staining
* = called active by the depositor; i = inactive; ? = inconclusive; · = no result given; [ ] = remark or other dose.

SMILES	UTI89 phage lysis	RSV CPE inhibition	PhoP inhibition	T cell modulator	T cell modulator vesicle-bound %	NTR1 ag	NTR1 ag cell count 20 µM	Large T inhibition	Rac1 GTP hydrolysis	Myeloid diff 2	Myeloid diff 2 GFP+ MAC1+ %	TNAP activators
CCCOc1ccc(N2C(=O)CC(N(CCc3ccc(OC)c(OC)c3)C(=O)c3ccccc3)C2=O)cc1 (centres undefined)	-1.4%	11%	-6%	i	29	0.4	45	23%	8%	i	0.5	·
CN1C(=O)C(C)(C)c2cc(S(=O)(=O)NCC3CCC(C(=O)NC4CCCCC4)CC3)ccc21 (centres undefined)	-0.2%	1.9%	1%	i	37	0.7	74	11%	4%	i	4.4	·
Cc1ccc(C(C(=O)NC(C)(C)C)N(Cc2cccs2)C(=O)c2csnn2)cc1 (centres undefined)	-0.1%	0.7%	·	i	27	2.3	85	·	7%	i	0.8	·
CC(Oc1ccc2oc3ccccc3c2c1)C(=O)NC12CC3CC(CC(C3)C1)C2 (centres undefined)	2.4%	3.4%	-5%	i	45	5.3	43	17%	21%	i	0.5	1
CCN(CC)S(=O)(=O)N1CCC(C(=O)NC2CCCC2)CC1	2.5%	-0.2%	-4%	i	28	0.3	82	0%	1%	i	0.6	1.1
Cc1onc(-c2ccccc2)c1C(=O)N1CCCc2ccccc21	-0.5%	4.1%	-15%	i	28	1.0	59	1%	15%	i	4.8	1.1
CCOc1ccc(NC(=O)c2ccc(-n3cccn3)nc2)cc1	-0.3%	0.9%	-13%	i	57	-1.4	51	6%	6%	i	0.3	1.1
CN1CCN(NC(=O)c2cccc3ccccc23)CC1	1.2%[50 µM]	3.7%	-6%	i	59	0.6	39	-5%	4%	i	0.4	1
COc1ccc(NC(=O)c2sc(-c3ccccc3)nc2C)c(OC)c1	0.1%	3.8%	4%	i	62	7.2	84	6%	6%	i	0.3	·
NS(=O)(=O)c1ccc(NC(=O)c2cccc3ccccc23)cc1	0.0%	1.6%	2%	i	46	-1.1	60	8%	12%	i	0.3	·
CC(=O)c1c(C)[nH]c(C(=O)OCC(=O)Nc2cc(S(=O)(=O)N3CCCCC3)ccc2C)c1C	1.4%[50 µM]	10%	-5%	i	49	0.7	32	17%	6%	i	0.7	1.1
Cc1ccc2nc(NC(=O)c3ccc(-c4nc5ccccc5s4)s3)sc2c1	0.0%	2.4%	4%	i	40	-1.5	55	22%	5%	i	2.3	1
COCCNC(=O)c1ccccc1-c1ccccc1C(=O)O	0.6%	1.6%	-10%	i	32	-0.1	59	5%	6%	i	0.8	1.1
O=C(CCNC(=O)C1CCN(S(=O)(=O)c2ccccc2)CC1)NCc1ccc(Cl)c(Cl)c1	0.2%	20%	-9%	i	54	1.6	71	11%	0%	i	0.3	·
O=C(Nc1ccccc1F)Nc1ccc([N+](=O)[O-])cc1Cl	0.0%	3.0%	-11%	i	39	3.0	73	11%	4%	i	0.5	1.1
Clc1ccc2nc(CN3CCCCCC3)cn2c1	0.9%	0.8%	-4%	i	2	-3.3	75	-2%	5%	i	0.5	1
O=C(CCc1ccc(S(=O)(=O)NCc2ccccc2)cc1)NCC1CCCO1 (centres undefined)	6.6%	1.7%	-14%	i	44	0.0	63	12%	0%	i	0.3	1.1
CCN(CC)P(=O)(Nc1cccc(C(F)(F)F)c1)c1ccc(N(C)C)cc1NC(=O)c1ccco1 (centres undefined)	-2.1%	21%	2%	i	7	0.5	41	20%	-8%	i	0.3	1
CC1CN(C(=O)c2ccc(-c3cccc(C(F)(F)F)c3)o2)CC(C)O1 (centres undefined)	1.2%[50 µM]	3.0%	-1%	i	33	2.2	64	13%	7%	i	0.6	·
C=CCNC(=O)N1C2=NC(C(=O)OC)=C(C(=O)OC)[C@@H]3N(Cc4ccccc4)c4ccccc4[C@]23C[C@H]1C(=O)OC	0.7%	4.0%	-3%	i	47	-1.2	55	21%	9%	i	0.5	·
O=C(CSc1ccccn1)N1CCN(c2cccc(Cl)c2)CC1	0.0%	1.3%	5%	i	5	-1.3	91	0%	6%	i	0.7	1.1
CC(=NCCc1ccccc1)C1=C(O)COC1=O	0.4%	5.2%	-9%	i	31	-0.1	49	20%	5%	i	0.5	1.1
Fc1ccc(NC(=S)N2CCc3[nH]c4ccccc4c3C2)cc1	-1.2%	8.3%	-7%	i	28	-0.7	32	11%	10%	i	0.0	·
CCOc1cc(C(=S)N2CCCC2)ccc1OCC(=O)Nc1c(C)cc(C)cc1C	-0.2%	-1.1%	12%	i	52	-0.9	49	10%	11%	i	1.7	1.1
Cn1c(=O)n(C)c2cc(NS(=O)(=O)c3ccc(Cl)s3)ccc21	-2.5%	-1.6%	-3%	i	55	-1.0	31	8%	7%	i	0.6	1

Exported in markdown: entries from further up.
| smiles | UTI89 phage lysis | RSV CPE inhibition | PhoP inhibition | T cell modulator | T cell modulator vesicle-bound % | NTR1 ag | NTR1 ag cell count 20 µM | Large T inhibition | Rac1 GTP hydrolysis | Myeloid diff 2 | Myeloid diff 2 GFP+ MAC1+ % | TNAP activators |
| --- | --- | --- | --- | --- | --- | --- | --- | --- | --- | --- | --- | --- |
| O=C(CCc1ccc(S(=O)(=O)NCc2ccccc2)cc1)NCC1CCCO1 (centres undefined) | 6.6% | 1.7% | -14% | i | 44 | 0.0 | 63 | 12% | 0% | i | 0.3 | 1.1 |
| CCN(CC)P(=O)(Nc1cccc(C(F)(F)F)c1)c1ccc(N(C)C)cc1NC(=O)c1ccco1 (centres undefined) | -2.1% | 21% | 2% | i | 7 | 0.5 | 41 | 20% | -8% | i | 0.3 | 1 |
| CC1CN(C(=O)c2ccc(-c3cccc(C(F)(F)F)c3)o2)CC(C)O1 (centres undefined) | 1.2%[50 µM] | 3.0% | -1% | i | 33 | 2.2 | 64 | 13% | 7% | i | 0.6 | · |

(more compounds)
SMILES	UTI89 phage lysis	RSV CPE inhibition	PhoP inhibition	T cell modulator	T cell modulator vesicle-bound %	NTR1 ag	NTR1 ag cell count 20 µM	Large T inhibition	Rac1 GTP hydrolysis	Myeloid diff 2	Myeloid diff 2 GFP+ MAC1+ %	TNAP activators
CCc1ccccc1NC(=O)CCCN1C(=O)C2CC=CCC2C1=O (centres undefined)	1.0%[50 µM]	0.5%	-4%	i	20	-0.7	54	12%	4%	i	2.1	·
O=C(Cn1c(C(=O)NCCCN2CCOCC2)cc2sccc21)c1ccccc1	-0.2%	0.5%	9%	i	45	-0.5	82	-1%	29%	i	1.4	1.1
CN1CCN(CCCNC(=O)c2ccc3c(c2)N(Cc2ccccc2)CCS3)CC1	0.0%	-2.8%	0%	i	58	-1.7	46	5%	5%	i	4.3	1.2
CCOc1cc(CNCCO)c(Cl)cc1OCC(=O)NCCc1ccccc1	2.1%	0.6%	-7%	i	42	4.3	59	8%	4%	i	4.7	1.1
NC(=O)C1CCN(CC(=O)Nc2ccc3c(c2)OCCO3)CC1	0.7%[50 µM]	·	·	i	8	-0.5	57	·	3%	i	1.0	·
CCCCn1c(SCC(N)=O)nc2ccc(N3CCOCC3)cc2c1=O	-0.4%	2.5%	4%	i	54	-1.0	77	7%	8%	i	0.6	1
CC(C)CCn1c(S(=O)(=O)O)nc2ccccc21	-0.2%	2.1%	0%	i	58	-1.2	34	1%	13%	i	0.9	1.1
COc1ccc(NC(=S)Nc2ccccc2F)c(OC)c1	0.2%	2.2%	6%	i	26	0.9	46	2%	10%	i	1.5	1.1
COc1c(S(=O)(=O)N2CCN(c3ccc(F)cc3)CC2)ccc(Cl)c1Cl	0.3%	?	6%	i	9	5.2	93	11%	5%	i	0.9	1
COCCN1C(=O)c2oc3ccccc3c(=O)c2C1c1cccc(O)c1 (centres undefined)	-1.2%	-0.1%	6%	i	31	15	58	-2%	5%	i	1.0	1.1
CCCc1[nH]nc2c1C(/C(C)=C/c1ccccc1)C(C#N)=C(N)O2 (centres undefined)	-0.1%	0.3%	13%	i	9	1.9	48	15%	9%	i	0.9	1.1
CC(=O)N1C(=O)C(=C2C=C(C)OC(C)=C2)c2ccccc21	0.1%	1.5%	-108%	i	32	0.2	70	2%	8%	i	1.5	1
CCCCN(C(=O)c1[nH]c(C)c(C(=O)OCC)c1C)c1c(N)n(CCCC)c(=O)[nH]c1=O	0.6%[50 µM]	-1.5%	-8%	i	42	-0.9	60	15%	6%	i	0.6	·
Cc1ccc(CN2C(=NC(=O)CCC(=O)O)SC3CS(=O)(=O)CC32)cc1 (centres undefined)	0.3%	0.6%	-13%	i	34	0.6	57	17%	10%	i	0.6	·
CCCNC(=O)Nc1ccc(C(F)(F)F)cc1	-0.1%	4.7%	7%	i	53	-0.1	77	1%	5%	i	0.6	1.1
COc1cc2c(C(=O)O)c(C)n(C)c2c2ccccc12	0.1%	5.5%	0%	i	60	-1.2	91	3%	8%	i	0.5	·
O=C(CCN1C(=O)C2C3C=CC(C3)C2C1=O)Nc1ccc2ncccc2c1 (centres undefined)	0.2%	-0.9%	-4%	i	58	0.8	59	5%	8%	i	1.1	1
S=c1[nH]nc(NCCc2ccccc2)s1	0.3%	0.2%	5%	i	59	-1.8	81	22%	30%	i	0.8	1
C[C@]12C=CC(=O)C=C1CC[C@@H]1[C@@H]2C(=O)C[C@@]2(C)[C@H]1CC[C@]2(O)C(=O)COC(=O)CCC(=O)O	0.3%	3.4%	-3%	i	10	-0.7	96	7%	6%	i	0.8	·
O=C1Nc2ccc([N+](=O)[O-])cc2OC1CCN1CCCC1 (centres undefined)	0.3%	1.6%	8%	i	20	0.6	59	3%	9%	i	0.2	1
O=C(C1CCCN(Cc2cccs2)C1)N1CCCCCC1 (centres undefined)	-0.3%	-0.1%	3%	i	59	-0.3	80	-2%	?	i	2.0	1.2
O=C(O)CN(c1ccccc1[N+](=O)[O-])S(=O)(=O)c1ccccc1	0.0%	-1.6%	-3%	i	60	0.0	49	24%	-3%	i	0.1	1.1
Cc1cc(Br)ccc1SCC(=O)N1CCN(S(=O)(=O)c2ccccc2)CC1	-0.1%	4.2%	0%	i	68	8.0	64	-6%	8%	i	3.9	·
O=S(=O)([O-])CCC[n+]1c(SCCCS(=O)(=O)O)sc2ccc(Cl)cc21	2.4%[50 µM]	2.5%	-7%	i	29	0.3	60	16%	12%	i	0.7	1.2
COCCCN1C(=O)c2ccc(C(=O)Nc3ccc(OC)cc3OC)cc2C1=O	0.4%	1.4%	2%	i	40	0.6	58	32%	11%	i	0.5	1.1
